Assay outcomes from PubChem BioAssay.
TSHR antagonist: Antagonists of the Thyroid Stimulating Hormone Receptor: HTS campaign; Thyrotropin receptor (Homo sapiens), P16473; TSHR-expressing cells, TSH-stimulated cAMP HTRF, 2 h; hits give low values; activity change, negative = inhibition, % at 11.5 µM; 0.2% of 330,000 active;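 active means activity change below a set negative limit, meaning inhibition stronger than a set level, cut at about -70% in these data; inconclusive means activity change between two set negative limits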; further: on the % scale 0 is the no-effect control and ±100 the full control effect
Target sequence (P16473 whole entry, looked up): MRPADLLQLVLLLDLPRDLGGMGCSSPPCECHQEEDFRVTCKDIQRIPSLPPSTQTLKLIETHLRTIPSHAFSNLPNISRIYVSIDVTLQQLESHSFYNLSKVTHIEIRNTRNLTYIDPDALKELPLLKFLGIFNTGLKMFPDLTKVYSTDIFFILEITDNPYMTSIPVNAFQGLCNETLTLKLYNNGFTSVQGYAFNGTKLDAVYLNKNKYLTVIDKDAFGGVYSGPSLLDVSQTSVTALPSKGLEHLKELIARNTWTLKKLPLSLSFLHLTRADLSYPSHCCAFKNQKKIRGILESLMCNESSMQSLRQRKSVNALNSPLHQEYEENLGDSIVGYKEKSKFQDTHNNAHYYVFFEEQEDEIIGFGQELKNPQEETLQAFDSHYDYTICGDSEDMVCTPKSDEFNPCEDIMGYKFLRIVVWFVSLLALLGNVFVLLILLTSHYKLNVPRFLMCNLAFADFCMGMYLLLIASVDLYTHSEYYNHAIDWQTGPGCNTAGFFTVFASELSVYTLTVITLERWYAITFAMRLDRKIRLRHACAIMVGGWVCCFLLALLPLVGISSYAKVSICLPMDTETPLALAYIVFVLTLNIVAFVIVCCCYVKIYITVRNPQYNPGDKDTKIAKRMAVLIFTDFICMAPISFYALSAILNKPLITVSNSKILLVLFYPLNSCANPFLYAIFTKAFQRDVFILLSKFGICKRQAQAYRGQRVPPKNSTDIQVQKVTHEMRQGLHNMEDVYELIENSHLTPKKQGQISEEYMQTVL
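TSHR-expressing cells, 200/well, pre-treated with compound, then stimulated with EC80 TSH (4nM final) for 2 hours at 37 deg C. cAMP measured by competitive HTRF: anti-cAMP cryptate antibody in lysis buffer plus cAMP-d2, read after 30 minutes at room temperature.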
Chronic BCR inh: qHTS Assay to Find Inhibitors of Chronic Active B-Cell Receptor Signaling; AID 493014, 2011; Potency, µM (top dose mostly 46.1 µM), for the others: at the top dose ratio change, negative = lower green/red ratio, hits mostly inhibitors; ABC-DLBCL IkBa-CBG/CBR reporter, luminescence ratio, 4 h; 0.05% of 340,000 active; active means well fitted inhibition curve with a large enough effect in the signal ratio, with a control signal flat, not every such curve was filed as active; inconclusive means small, poorly fitted or top-dose-only effect, or effect the other way, or a change in a side signal; the % refers to the signal ratio;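 further: potency means the concentration at half of the fitted maximal effect; plate controls were basal doxycycline-induced cells for no effect and cells given 10 µM MG132 for full effect; MG132 reads +100%, hits lower the ratio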
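Doxycycline induced both beetle luciferases in TMD8 lymphoma cells; IKK-driven degradation limits the IkappaBalpha-fused green signal, while red luminescence normalises for cell number and nonspecific effects. Compounds tested up to 46 uM, 4 hrs.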
PTAP TSG101 blk: qHTS Assay for Iinhibitors of HIV-1 Budding by Blocking the Interaction of PTAP/TSG101; Fluorescence polarization, FITC-PTAP peptide / Tsg101 binding; Potency, µM (doses to about 115 µM), for the others: top-dose activity change, negative = inhibition, actives largely listed as inhibitors; 340,000 tested, under 10 active; AID 493005, 2010; active means well fitted inhibition curve with a large enough effect in the main read-out, with a control signal flat, not every such curve was filed as active; inconclusive means small, poorly fitted or top-dose-only effect, or effect the other way, or a change in a side signal; inactive means no such curve, though single readings can be large or run the other way; further: potency means the concentration at half of the fitted maximal effect; % of control where 0% means no effect
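Fluorescence polarization binding of Tsg101 binding domain (10 uM final) to FITC-labeled PTAP peptide (50 nM final) in HEPES pH 7.5 buffer with NaCl, Tween 20, EDTA, TCEP. Compounds added before peptide; binding 20 min at RT.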
USP2a inh: qHTS Assay for Inhibitors of Ubiquitin-specific Protease USP2a Using CHOP2 as the Reporter; Ubiquitin carboxyl-terminal hydrolase 2 (Homo sapiens), O75604; USP2 core, Ub-CHOP2 coupled fluorogenic reporter, 485/531; 0.01% of 330,000 active; Potency, µM (highest dose often 38.3 µM), without a hit: at the highest dose activity change, negative = inhibition, hits mostly inhibitors;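 further: potency means the concentration at half of the fitted maximal effect; plate controls were DMSO wells for no effect and full inhibition by NEM control for full effect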
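Cell-free coupled assay: 10nM USP2 core preincubated 30min RT with compound in Tris-HCl pH 8.0/CaCl2/CHAPS buffer, then 25nM Ub-CHOP2 and 25nM reporter substrate; fluorescence (Ex 485/Em 531) read after 60min RT, normalized to NEM inhibition, concentration-response curves fitted.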
TCR act: Activators of T cell receptors: qHTS campaign. primary human leukocytes, anti-CD3, IL-2 HTRF, 48 h. Potency, µM (top dose mostly 9.22 µM), inactives show at the top dose activation of IL-2 secretion, usual class: activators. 330,000 tested, under 10 active; further: % of control where 0% means no effect
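Using a-CD3 beads without co-stimulation, primary human leukocytes were exposed to compounds for 48 hr. An HTRF IL-2 kit measured the cytokine, with europium-to-d2 energy transfer producing emission at 665nm upon 320nm excitation.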
Tb PFK inh: qHTS Assay to Find Inhibitors of T. brucei phosphofructokinase. ATP-dependent 6-phosphofructokinase (Trypanosoma brucei brucei), O15648. T. brucei PFK, ADP-Glo luminescence. Potency, µM (series often up to 57.5 µM), for inactives: at the highest dose activity, negative = inhibition, actives largely listed as inhibitors. 0.17% of 330,000 active. AID 485367, 2010;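 further: potency means the concentration at half of the fitted maximal effect; 0% = uninhibited 1x PFK enzyme wells and -100% = no-enzyme wells; nearly all actives have a fitted effect of over 60% in size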
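Activity is normalized to no-enzyme wells (full inhibition) and 1.25 nM enzyme wells (no inhibition). Reaction: 0.5 mM F6P, 0.1 mM ATP, 45 min RT, ADP-Glo luminescence; concentration-response curves fitted and classed by quality.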
ELG1 DNA repair: qHTS screen for small molecules that inhibit ELG1-dependent DNA repair in human embryonic kidney (HEK293T) cells expressing luciferase-tagged ELG1; AID 504467, 2011; 2.3% of 330,000 active; Potency, µM (highest dose often 46.1 µM), without a hit: at the top dose activity change, negative = inhibition, usual class: inhibitors; HEK293T ELG1-luciferase reporter, luminescence, 16 h; DNA damage induced by 5-fluorouridine; further: potency means the concentration at half of the fitted maximal effect; on the % scale 0 is the no-effect control and ±100 the full control effect; nearly all actives have a fitted effect of over 55% in size
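Cells (2,000 per well) received 5-fluorouridine plus test compound or DMSO and were incubated 16 hr at 37 °C, 5% CO2. Luciferase activity was read by luminescence 30 min after ONE-Glo addition; signal suppression marked inhibition of damage-induced ELG1 function.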
B2AR arrestin: qHTS assay of beta-arrestin-biased ligands of beta2-adrenergic receptor; beta-arrestin recruitment to beta2AR, cell-based reporter; Potency, µM (series often up to 46.1 µM), without a hit: at the top dose activation, actives largely listed as activators; 0.02% of 330,000 active; AID 492947, 2010;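 further: potency means the concentration at half of the fitted maximal effect; 0% = DMSO controls and full agonism = EC100 isoproterenol or metaproterenol; nearly all actives have a fitted effect of over 65% in size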
Mito fusion yeast: qHTS Assay for Small Molecule Inhibitors of Mitochondrial Division or Activators of Mitochondrial Fusion | S. cerevisiae fusion-defective mutant growth rescue, CellTiterGlo 48 h | Potency, µM (doses to about 46.1 µM), for inactives: at the highest dose growth rescue (activation), hits mostly activators | 0.23% of 320,000 active;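 further: potency means the concentration at half of the fitted maximal effect; % of control where 0% means no effect; nearly all actives have a fitted effect of over 45% in size; temperature-sensitive fusion mutants such as fzo1-1 at 37 °C on non-fermentable ethanol glycerol medium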
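Compounds are tested for their ability to restore growth of mitochondrial fusion-defective yeast strains at non-permissive 37C in YPEG medium over 48 hours. Viability is quantified by luciferase luminescence.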
Eya2 phos inh: qHTS Assay for Inhibitors of the Phosphatase Activity of Eya2 | Protein phosphatase EYA2 (Homo sapiens), O00167 | 0.006% of 330,000 active | AID 488837, 2010 | recombinant Eya2, OMFP fluorescence dephosphorylation (OMFP is methylfluorescein phosphate) | Potency, µM (top dose mostly 76.9 µM), for inactives: top-dose activity, negative = inhibition, hits mostly inhibitors; further: potency means the concentration at half of the fitted maximal effect; on the % scale 0 is the no-effect control and ±100 the full control effect
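Eya2 (0.2 uM) preincubated 10 min at ambient with compound, then OMFP substrate added at 50 uM; 10 min reaction in 50 mM HEPES pH 7.5, 50 mM NaCl, 5 uM MgCl2, 0.05% BSA, 1 mM DTT. Fluorescence read at Ex 485/Em 525 nm.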
uPA generation: qHTS for Inhibitors of Cell Surface uPA Generation | 0.31% of 330,000 active | AID 540303, 2011 | cell surface uPA generation assay, qHTS | Potency, µM (doses to about 38.3 µM), for inactives: at the top dose activity change, negative = inhibition, hits mostly inhibitors; active means well fitted inhibition curve with a large enough effect; inconclusive means small, poorly fitted or top-dose-only effect; inactive means no such curve, though single readings can be large or run the other way; tested in mouse RAW 264.7 cells; further: potency means the concentration at half of the fitted maximal effect; on the % scale 0 is the no-effect control and ±100 the full control effect; nearly all actives have a fitted effect of over 55% in size
Numbers without * were called inactive; ? = inconclusive; / = not tested or not shown; [ ] = another dose, or the depositor's remark. Unless noted, the call rests on the fitted dose curve; in most records, active means well fitted curve in the direction sought with a large enough effect; inconclusive means small, poorly fitted or top-dose-only effect, or another doubt; inactive means no such curve, though single readings can be large; an effect the other way counts as inactive or inconclusive.

| no. | SMILES | TSHR antagonist | Chronic BCR inh | PTAP TSG101 blk | USP2a inh | TCR act | Tb PFK inh | ELG1 DNA repair | B2AR arrestin | Mito fusion yeast | Eya2 phos inh | uPA generation |
| --- | --- | --- | --- | --- | --- | --- | --- | --- | --- | --- | --- | --- |
| 1 | O=C(N=C1SCC(=O)N1c1ccccc1Cl)c1ccco1 | 2 | -3% | -4% | -9% | / | -1% | ? | 0.5% | -8% | 12% | / |
| 2 | CCC(C)(C(=O)NC1CCCCC1)N(C(=O)CNC(C)=O)c1c(C)n(C)n(-c2ccccc2)c1=O (configuration not stated) | 1 | 0% | -3% | 1% | / | -4% | 9% | -0.3% | -1% | 1% | 5% |
| 3 | Cc1cccc(NC(=O)NN2CCN(C)CC2)c1C | 1 | -1% | -2% | 1% | -1% | -5% | 7% | 0.2% | 1% | -1% | 8% |
| 4 | Cn1nnc(NC(=O)c2ccc(C(C)(C)C)cc2)n1 | -6 | -1% | -9% | -1% | 1% | 0% | ? | -0.2% | -1% | -7% | -6% |
| 5 | COc1ccc(NC(=O)CNCc2ccc(Cl)cc2)cc1S(=O)(=O)N1CCOCC1 | / | 1% | -3% | 5% | 5% | 4% | 0% | 0.0% | / | 5% | -17% |
| 6 | COc1ccc(NC(=O)c2nc3nc(C)cc(C(F)F)n3n2)cc1OC | 17 | ? | 0% | 3% | 4% | -4% | -3% | -0.1% | 4% | 9% | -3% |
| 7 | COc1ccc(NC(=S)NC2CC3CCC(C2)N3Cc2ccco2)cc1 (configuration not stated) | 10 | -16% | -1% | -1% | 2% | 5% | -8% | 0.0% | -3% | 7% | 2% |
| 8 | COc1cc(NC(=O)C2CCN(c3cnccn3)CC2)cc(OC)c1OC | 8 | ? | -2% | 4% | 3% | -1% | -3% | -0.4% | 2% | 7% | 4% |
| 9 | COc1ccc(CCN2CCCC(CN(C)Cc3cc(OC)ccc3OC)C2)cc1 (configuration not stated) | 19 | -3% | 0% | 2% | -3% | -2% | -12% | 0.2% | -4% | 10% | -28% |
| 10 | Fc1cccc(-c2n[nH]c(=S)n2-c2ccccc2)c1 | 18 | 1% | 5% | 2% | -3% | -3% | -10% | -1.1% | -8% | 4% | -3% |
| 11 | CC(C)(C)NC(=O)COC(=O)c1ccc(F)cc1Cl | 5 | 5% | -1% | 1% | / | -22% | ? | -0.1% | -2% | -12% | 3% |
| 12 | COCc1ccc(C(=O)NCC2(N3CCCCC3)CCCCC2)cc1 | 2 | -3% | -1% | 0% | -4% | -2% | ? | -1.2% | -12% | -4% | 3% |
| 13 | COc1ccc(CCN2C(=O)N[C@@H](C(C)C)C2=O)cc1 | -2 | 4% | -1% | -1% | 5% | -1% | 10% | -0.5% | -2% | 4% | -3% |
| 14 | CC(Oc1ccc2c3c(c(=O)oc2c1)CCC3)C(=O)NCc1cccnc1 (configuration not stated) | -8 | -1% | 2% | 7% | -6% | 2% | 22% | 0.0% | 0% | 2% | -3% |
| 15 | CCC(OC(=O)c1ccco1)C(=O)NC1CCCC1 (configuration not stated) | 7 | 1% | -1% | 0% | -1% | -2% | -1% | -0.2% | 2% | 6% | 3% |
| 16 | C/C(CCc1ccccc1)=N\NC(=O)COc1ccccc1C | 13 | ? | -3% | 8% | -6% | -3% | -22% | -0.2% | -3% | 4% | 1% |
| 17 | CC(CC(=O)Nc1ccccc1)NCCCN1CCCC1=O (configuration not stated) | -1 | -4% | -5% | -1% | -4% | -18% | ? | -0.5% | 11% | 7% | 2% |
| 18 | CCSc1ccccc1C(=O)Nc1ccc(S(=O)(=O)NC(C)=O)cc1 | -2 | -6% | -4% | -1% | 0% | -11% | 1% | -0.8% | -3% | 3% | 5% |
| 19 | CCc1nc2sc(C(C)=O)c(N)c2c2c1CCCC2 | -5 | ? | -4% | -1% | 4% | -3% | -1% | 0.0% | 4% | 0% | 12% |
| 20 | COc1cc(NC(=S)N2CCCCC2C)c(OC)cc1Cl (configuration not stated) | -4 | -19% | 0% | -1% | -11% | -1% | -3% | -0.3% | -8% | -17% | -7% |
| 21 | O=[N+]([O-])c1ccc(CSc2ccc(S(=O)(=O)N3CCOCC3)cn2)cc1 | -29 | 4% | 1% | 1% | 0% | -26% | ? | -0.3% | 2% | -8% | -1% |
| 22 | CC(=O)NNC(=S)NC(=O)c1ccc(C)cc1 | -1 | ? | -6% | 3% | 3% | -8% | 8% | 0.1% | 11% | -1% | -1% |
| 23 | N#Cc1c(N)nc(SCC(=O)C23CC4CC(CC(C4)C2)C3)c(C#N)c1-c1ccc(Cl)cc1 | 4 | 5% | 0% | -10% | 1% | -1% | ? | 3.3% | -1% | -1% | 4% |
| 24 | O=C(CN1C(=O)C2C3CC(C(Br)C3Br)C2C1=O)N1CCN(Cc2ccccc2)CC1 (configuration not stated) | 7 | 7% | -5% | 9% | 5% | -4% | 3% | ? | -2% | -11% | 3% |
| 25 | Cc1nonc1NC(=O)CSc1ccc(-c2ccccc2)nn1 | 10 | ? | -2% | 0% | / | -7% | 2% | -0.1% | 4% | -5% | / |
| 26 | O=CNc1ccccc1Oc1ccccc1 | -5 | -8% | -9% | 0% | -7% | ? | 18% | 0.1% | -1% | 19% | -7% |
| 27 | CCOc1ccc(C(Nc2cccnc2)c2cc(Cl)c3cccnc3c2O)cc1 (configuration not stated) | -1 | ? | -1% | -7% | 1% | -16% | -21% | 12% | 29% | 10% | -3% |
| 28 | COc1ccc(/C=C2\SC(=O)N(CCNC(=O)CCS(=O)(=O)c3ccc(C)cc3)C2=O)cc1 | 3 | -16% | -1% | -3% | 5%[46.1 µM] | -8% | ? | -0.3% | 3% | 0% | -4% |
| 29 | c1ccc(OCCCc2nc(-c3ccccn3)no2)cc1 | -1 | 2% | 0% | 2% | -4% | 9% | ? | -0.2% | 0% | 1% | -2% |
| 30 | COc1cc(/C=N/NC(=O)CNC(=O)c2ccncc2)ccc1OC(C)=O | 0 | -3% | -7% | 2% | 15% | 4% | 2% | 0.0% | -4% | -6% | 2% |
| 31 | O=C(c1ccncc1)N1CCN(C(=O)c2ccco2)CC1 | -7 | 1% | -3% | 2% | -2% | 2% | 7% | -0.2% | 0% | 6% | -4% |
| 32 | CCOC(=O)c1c2c3c(c(Cl)ccc3[nH]c1=O)C(=O)c1ccccc1-2 | -14 | 1% | -17% | 8% | 3% | -12% | -7% | -0.1% | 12% | -1% | 0% |
| 33 | CC(=O)c1cccc(NC(=O)COC(=O)c2ccc3c(c2)OCCO3)c1 | -1 | -12% | 0% | -1% | -5% | -3% | -3% | 0.1% | 7% | 0% | -4% |
| 34 | COc1cccc2cc(C(N)=O)/c(=N/NC(=O)COc3ccc(Cl)cc3)oc12 | 6 | 0% | / | -8% | -3%[46.1 µM] | 2% | 18% | -0.1% | -3% | 0% | / |
| 35 | Cc1csc(NC(=O)C2=COCCO2)n1 | -4 | 9% | 1% | 0% | 1% | 10% | ? | 0.2% | -4% | -18% | -28% |
| 36 | CCOc1ccc(/C=N/NC(=O)Cc2csc(Nc3cccc(C(F)(F)F)c3)n2)cc1 | 7 | ? | -2% | -23% | 5% | -2% | ? | -0.4% | 9% | -41% | -2% |
